aGal spleen mod = inhibitors or activators of human alpha-galactosidase in spleen homogenate; human spleen homogenate, 4MU-alpha-Gal fluorescence, 40 min; hit rate 0.008% among 240,000; Potency, µM (highest dose often 80 µM), without a hit: at the top dose activity change, negative = inhibition, hits mostly inhibitors; AID 2107; P06280;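 note: potency is the fitted concentration of half-maximal effect; 0% = enzyme with vehicle and -100% = no enzyme basal signal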
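Spleen homogenate 1 ug + cpd (titration) + 4-MU-alpha-D-galactopyranoside 1 mM; 37C 40 min; 50 mM citrate/phosphate pH 5.0, 0.01% Tween-20; stop pH 10; fluorescence 365/440; AC50 via Hill.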
NPSR antagonist = antagonists of human neuropeptide S receptor cAMP signaling; Potency, µM (titrated, usually from 38.3 µM), inactives show at the top dose activity change, negative = inhibition, usual class: inhibitors; hit rate 1% among 220,000; Q6W5P4; CHO-NPSR cells, cAMP TR-FRET, antagonist mode; note: potency is the fitted concentration of half-maximal effect; % is set by controls: 0 for no effect and ±100 for the full control effect; nearly all actives have a fitted effect of over 50% in size; many of its hits are not listed in these tables
Target sequence (Q6W5P4 whole entry, looked up): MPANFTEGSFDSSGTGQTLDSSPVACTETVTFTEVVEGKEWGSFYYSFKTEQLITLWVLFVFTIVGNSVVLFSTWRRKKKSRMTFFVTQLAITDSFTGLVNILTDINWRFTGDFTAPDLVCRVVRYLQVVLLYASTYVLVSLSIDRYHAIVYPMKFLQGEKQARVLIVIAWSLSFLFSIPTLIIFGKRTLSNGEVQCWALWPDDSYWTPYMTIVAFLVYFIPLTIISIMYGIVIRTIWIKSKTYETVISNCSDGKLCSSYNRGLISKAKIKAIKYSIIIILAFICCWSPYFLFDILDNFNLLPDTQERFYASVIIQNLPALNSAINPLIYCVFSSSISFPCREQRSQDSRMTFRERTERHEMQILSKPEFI
Epigenetic derep = epigenetic control regulation, reporter derepression; murine LDR cells, GFP reporter derepression, 30 h; hit rate 0.2% among 280,000; Potency, µM (top dose mostly 53.9 µM), for the others: at the top dose GFP activation, hits mostly activators; note: potency is the fitted concentration of half-maximal effect; % of control where 0% means no effect; nearly all actives have a fitted effect of over 60% in size
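Murine LDR cells carrying a silenced, genomically integrated CMV-driven GFP reporter were exposed to compound for 30 hours at 37 C. After PBS washes, GFP-positive cells (20–120 um objects) were counted by laser-scanning microplate cytometry.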
IMPase Li inh = IMPase inhibition in cells with lithium potentiation | AID 1457 | hit rate 0.35% among 210,000 | Potency, µM (top dose mostly 59.4 µM), for the others: at the highest dose activity, negative = IMPase inhibition, usual class: inhibitors | CHO-M1 cells, IP1 TR-FRET (IP-One), carbachol + lithium;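 note: IP1 builds up when IMPase is blocked and the TR-FRET signal falls; potency is the fitted concentration of half-maximal effect; plate controls were basal vehicle for no effect and high inhibitor control for full effect; nearly all actives have a fitted effect of over 50% in size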
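Test compounds were applied to CHO-M1 cells previously cultured for 16–30 h at 2000 per well. A small lithium amount accompanied them; after 30 min at 37C, IP1 was quantified by TR-FRET.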
CBFb-RUNX1 inh = inhibitors of human CBF-beta and RUNX1 interaction; Q01196+Q13951; AlphaScreen CBFb-His/RUNX1-biotin binding, biochemical; Potency, µM (highest dose often 59.8 µM), for inactives: at the highest dose activity, negative = inhibition, hits mostly inhibitors; 230,000 tested, under 10 active; AID 1477; note: % of control where 0% means no effect
Target sequence (Q01196 whole entry, looked up): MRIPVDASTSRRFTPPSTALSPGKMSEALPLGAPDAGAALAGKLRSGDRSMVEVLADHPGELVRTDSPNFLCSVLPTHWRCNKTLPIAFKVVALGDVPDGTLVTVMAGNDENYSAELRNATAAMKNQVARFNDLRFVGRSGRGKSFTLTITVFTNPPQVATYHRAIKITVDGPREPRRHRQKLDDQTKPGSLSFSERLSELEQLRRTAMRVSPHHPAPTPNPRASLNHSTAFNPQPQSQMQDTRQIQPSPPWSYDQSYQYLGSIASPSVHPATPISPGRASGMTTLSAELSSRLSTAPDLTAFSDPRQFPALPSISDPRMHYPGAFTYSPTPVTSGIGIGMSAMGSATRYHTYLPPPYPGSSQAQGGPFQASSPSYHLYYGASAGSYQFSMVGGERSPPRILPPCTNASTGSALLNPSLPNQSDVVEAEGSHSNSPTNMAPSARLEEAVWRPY
Target sequence (Q13951 whole entry, looked up): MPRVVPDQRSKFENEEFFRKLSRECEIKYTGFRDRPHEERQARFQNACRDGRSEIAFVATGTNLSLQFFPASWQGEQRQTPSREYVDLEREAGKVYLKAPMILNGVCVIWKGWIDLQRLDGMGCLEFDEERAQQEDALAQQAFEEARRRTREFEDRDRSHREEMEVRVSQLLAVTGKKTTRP
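Read-out: AlphaScreen. Format: His-CBF-beta with biotinylated RUNX1 (30 nM each) preincubated 20 min, compound 15 min, Ni-chelate plus streptavidin beads 90 min; room temperature throughout.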
LMNA splice mod = modulators of lamin A splicing | Potency, µM (series often up to 46.1 µM), without a hit: at the highest dose ratio change, negative = inhibition, actives largely listed as inhibitors | HeLa LMNA splicing GFP/RFP minigene ratio, 48 h | hit rate 0.01% among 200,000; active = well fitted inhibition curve with a large enough effect in the signal ratio, with a control signal flat, not every such curve was filed as active; inconclusive = small, poorly fitted or top-dose-only effect, or effect the other way, or a change in a side signal; the % refers to the signal ratio; note: potency is the fitted concentration of half-maximal effect; % is set by controls: 0 for no effect and ±100 for the full control effect
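S3 HeLa cells stably expressing lamin A-EGFP splicing minigene plus DsRed2, 600 cells/well, 48 h compound exposure at 37C. Laser-scanning cytometry; analysed as GFP (500-530 nm)/RFP (575-640 nm) total intensity ratio; 0.5% DMSO vehicle.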
Luc counter = Kinase-Glo luciferase inhibition (counter-screen); AID 1379; hit rate 0.28% among 200,000; Kinase-Glo luciferase, ATP luminescence, 8 min; Potency, µM (series often up to 38.3 µM), without a hit: top-dose activity change, negative = inhibition, hits mostly inhibitors; note: potency is the fitted concentration of half-maximal effect; % is set by controls: 0 for no effect and ±100 for the full control effect; nearly all actives have a fitted effect of over 60% in size
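Light output from Kinase-Glo luciferase with luciferin and 10 uM ATP in 50 mM imidazole pH 7.2, KCl, MgCl2, Tween 20, BSA; compound pin-delivered, 8-min ambient incubation, then luminescence read.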
* hit, by the source's call; ? = inconclusive; . = no result given; [ ] = another dose, or the depositor's remark. Unless noted, calls come from the whole dose curve; as a rule, active = well fitted curve in the direction sought with a large enough effect; inconclusive = small, poorly fitted or top-dose-only effect, or another doubt; inactive = no such curve, though single readings can be large; an effect the other way counts as inactive or inconclusive. Not all compounds are listed; count on the stated rates, not on these rows.

Each structure is followed by: aGal spleen mod, NPSR antagonist, Epigenetic derep, IMPase Li inh, CBFb-RUNX1 inh, LMNA splice mod, Luc counter
[1] CC(=O)c1cc(F)ccc1OCC(=O)N1CCN(c2ccc(F)cc2)CC1
    -3%, -15%, -5.4%, -2%, 19%, ., -6%
[2] CCCn1c(=O)c(C(=O)NNS(=O)(=O)c2ccc(C)cc2)c(O)c2ccccc21
    6%, -7%, 0.0%, -5%, -5%, ?, -1%
[3] Nc1cc([N+](=O)[O-])ccc1C(=O)O
    13%, ., ., -7%, 0%[21.7 µM], ., .
[4] COC(=O)c1c(NC(=O)C2COc3ccccc3O2)sc2c1CCN(Cc1ccccc1)C2 (centres undefined)
    -14%, -10%, 14%, -2%, -7%, ?, 3%
[5] Cc1ccccc1-n1c(-c2ccc(Cl)cc2)cnc1SCC(=O)NC1CCS(=O)(=O)C1 (centres undefined)
    -3%, -12%, 0.1%, 7%, -19%, 9%, 2%
[6] Cc1c(C(=O)C(=O)NCCC2=CCCCC2)c2ccccc2n1C
    0%, 7%, 1.0%, 3%, -3%, ?, 7%
[7] Cc1ccc(CN2CCSc3ccc(C(=O)NCc4ccccn4)cc32)cc1
    ?, -57%, -0.1%, 1%, -12%, ., -2%
[8] Cc1ccc(-n2nc3c(c2NC(=O)c2c(-c4ccccc4Cl)noc2C)CSC3)cc1
    2%, -13%[46.1 µM], 0.0%, -15%[38.3 µM], -11%, -1%, -3%
[9] CCOc1ccc(OCc2ccc(C(=O)Nc3cccc(C)n3)o2)cc1
    8%, 7%[46.1 µM], 0.0%, 21%[38.3 µM], 2%, -11%, -1%
[10] O=c1oc(Nc2ccccc2F)nc2ccccc12
    -15%, ?, 13%, ., 6%, 4%, .
[11] C/C(N)=C(/C#N)C(=O)CSc1nnnn1-c1ccc(C)cc1C
    3%, -4%[46.1 µM], 0.7%, -3%[38.3 µM], 3%, ?, -8%
[12] Clc1cccc(OCCN2CCN(CCOc3cccc(Cl)c3)CC2)c1
    3%, -16%, -3.0%, 2%, -7%, ?, -2%
[13] Cc1[nH]c2ccccc2c1C(=O)COC(=O)C(C)C
    8%, -9%[46.1 µM], 0.8%, 23%[38.3 µM], 3%, 4%, -3%
[14] Cc1cc(C(=O)N/N=C/c2ccc3c(c2)OCO3)c2ccccc2n1
    0%, 17%, -6.9%, ., -4%, ., .
[15] O=C(O)C1=C[C@H](c2ccc(C(F)(F)F)cc2)C[C@H](OCc2ccc(CO)cc2)O1
    0%, -14%, 1.7%, 3%, 11%, ., .
[16] CC(=O)Nc1ccc(C(=O)/C=C/c2ccco2)cc1
    2%, -2%, 0.0%, 2%, ?, -6%, -3%
[17] COc1cc2c(cc1OC)CN(c1ccc(-c3ccccc3OC)nn1)CC2
    6%, -4%[46.1 µM], ?, 12%[38.3 µM], -16%, ?, -2%
[18] CC1=CSC2=NC(=O)/C(=C\c3cccn3-c3ccccc3)C(=N)N12
    7%, -4%, 0.0%, 18%, -13%, -14%, -3%
[19] O=C1c2ccccc2NC(c2ccco2)N1/N=C/c1ccco1 (centres undefined)
    12%, -24%, -0.1%, -2%, -4%, -3%[46 µM], -3%
[20] COCCN(C(=O)C(F)(F)F)C(C(=O)NC1CCCCC1)c1ccco1 (centres undefined)
    3%, -5%[46.1 µM], 0.0%, 8%[38.3 µM], -3%, 7%, 1%
[21] COc1cccc(-c2ccc(=O)n(CC(=O)Nc3ccc(C(=O)N4CCCC4)cc3)n2)c1
    -2%, -8%[46.1 µM], -0.7%, 11%[38.3 µM], -6%, 0%, -3%
[22] Cc1[nH]n(-c2ccc([N+](=O)[O-])cc2)c(=O)c1C=NCCc1c(C)[nH]c2ccccc12
    1%, -30%, -0.1%, 20%, 4%, -1%, -6%
[23] CCOCCCNC(=O)C(c1ccc(OC)cc1)N(Cc1cccs1)C(=O)c1ccccn1 (centres undefined)
    -20%, 19%, 0.2%, 3%, 2%, -9%[9.22 µM], -5%
[24] CCN(CC)c1nc2c(s1)C(=O)NCCC2
    -4%, -30%[46.1 µM], 0.6%, 6%[38.3 µM], 0%, 7%, -3%
[25] CCCN(CCC)C(=O)C1c2ccccc2Oc2ccccc21
    3%, ?, -2.2%, 3%[38.3 µM], 13%, 0%, -6%
[26] Cc1ccc(C(=O)Nc2cccnc2Oc2ccc(Cl)cc2)cc1
    -9%, -14%, 3.0%, ., 26%, ., .
[27] COc1ccc(S(=O)(=O)NCCSC(C)(C)C)cc1
    2%, -14%[46.1 µM], -9.0%, 13%[38.3 µM], -1%, -6%, -2%
[28] CCS(=O)(=O)c1nc(NC(C)=O)n[nH]1
    -5%, 4%[46.1 µM], 1.0%, -10%[38.3 µM], 8%, 10%, 0%
[29] CCCCSc1nc2ccccc2[nH]1
    2%, 4%, 2.1%, 4%, 2%, 15%[46 µM], -2%
[30] CCOC(=O)N1CCC(NC(=O)c2cccc3c2C(=O)N(CCOC)C3)CC1
    -4%, -4%[46.1 µM], -1.4%, 1%[38.3 µM], -1%, 10%, 1%

Shown with each value named: entries from further up
11	C/C(N)=C(/C#N)C(=O)CSc1nnnn1-c1ccc(C)cc1C
  aGal spleen mod: 3%; NPSR antagonist: -4%[46.1 µM]; Epigenetic derep: 0.7%; IMPase Li inh: -3%[38.3 µM]; CBFb-RUNX1 inh: 3%; LMNA splice mod: ?; Luc counter: -8%
12	Clc1cccc(OCCN2CCN(CCOc3cccc(Cl)c3)CC2)c1
  aGal spleen mod: 3%; NPSR antagonist: -16%; Epigenetic derep: -3.0%; IMPase Li inh: 2%; CBFb-RUNX1 inh: -7%; LMNA splice mod: ?; Luc counter: -2%

Remaining list, next part:
Each structure is followed by: aGal spleen mod, NPSR antagonist, Epigenetic derep, IMPase Li inh, CBFb-RUNX1 inh, LMNA splice mod, Luc counter
[31] COC(=O)c1sc(N2C(=O)c3oc4ccccc4c(=O)c3C2c2cccc(O)c2)nc1C (centres undefined)
    0%, 1%, -1.0%, ., 7%, ., .
[32] CC(C)(C)c1cc(C(=O)NC2CC2)n(Cc2ccc(F)cc2)n1
    15%, -12%, -0.5%, ., 7%, ., .
[33] Cc1ccc2nc(-c3ccc4c(c3)NC(=O)CO4)cn2c1
    -7%, 13%[7.67 µM], -0.3%, ., 1%, ., .
[34] Cn1cccc1Cc1nnc(SCC(=O)NCC2CCCO2)n1CCc1ccccc1 (centres undefined)
    -1%, -7%[46.1 µM], 0.0%, 20%[38.3 µM], -1%, -2%, -6%
[35] COCCCn1c(SCC(=O)Nc2ccc3c(c2)OCCO3)nnc1-c1ccoc1C
    -4%, -11%[46.1 µM], -1.6%, 0%[38.3 µM], -9%, 6%, 0%
[36] N#CCc1ccc(NS(=O)(=O)c2ccc(C3CCCCC3)cc2)cc1
    -9%, -3%, 0.0%, -3%, 0%, ?, -1%
[37] N#CC1(Nc2ccccc2)C(=O)Nc2ccccc21 (centres undefined)
    3%, 6%[46.1 µM], -4.5%, -3%[38.3 µM], -2%, 5%, 2%
[38] O=C(Nc1cccnc1)Nc1ccc(F)c(Cl)c1
    -3%, -4%[46.1 µM], 2.3%, 25%[38.3 µM], -4%, ?, -7%
[39] O=[N+]([O-])c1ccc2c(c1)C(N1CCOCC1)/C(=C/COc1ccc(F)cc1)O2 (centres undefined)
    0%, -17%[46.1 µM], -3.4%, 8%, -3%, ?, 2%
[40] COc1ccc(/C=C2\Sc3ccc(C(=O)NCc4cccnc4)cc3N(C)C2=O)cc1OC
    -6%, -20%, 0.1%, 17%, -13%, ?, 0%
[41] CC1Cc2ccccc2N1S(=O)(=O)c1ccc(Cl)nc1 (centres undefined)
    3%, 21%, 3.8%, ., 18%, ., .
[42] O=C(O)c1ccc(COc2ccccc2C=C2C(=O)c3ccccc3C2=O)cc1
    4%, 1%, ?, 0%, -11%, -8%, -2%
[43] COc1cc(NC(=O)c2cccnc2Sc2ccc(Cl)cc2)cc(OC)c1OC
    -10%, -5%, -1.8%, 1%, -2%, ?, -2%
[44] O=C1CCCC(=O)N1c1ccc(O)cc1
    4%, 3%, 0.1%, 0%, -3%, ., 1%
[45] CCOC(=O)/C=c1\s/c(=C(\C#N)C(=O)NC)n(-c2ccccc2)c1=O
    -3%, 1%[46.1 µM], -1.8%, -1%[38.3 µM], 1%, -4%, 0%
[46] COCCn1c(SCC(=O)Nc2ccc(F)cc2)nc2c(oc3ccccc32)c1=O
    2%, -32%, -8.1%, 2%, -3%, ., 0%
[47] CCN1C=C(Cc2cccs2)C2=C(C1)C(c1cccs1)C(C#N)=C(N)O2 (centres undefined)
    7%, -28%[46.1 µM], 1.3%, 16%[38.3 µM], ?, ?, -6%
[48] O=C(Nc1ccccc1)C1Cc2ccccc2CN1C(=O)c1ccco1 (centres undefined)
    -6%, 1%[46.1 µM], -0.8%, 18%[38.3 µM], -1%, -3%, 1%
[49] Cc1ccc(C(C)C)c(OCCCNCc2cccnc2)c1
    1%, 5%, -6.4%, 31%[activator], 0%, -5%[46 µM], -1%
[50] COc1ccc(S(=O)(=O)N2CCCN(S(=O)(=O)c3ccc(OC)c(C)c3)CC2)cc1C
    2%, -13%, -1.1%, 13%, -3%, ?, 1%
[51] COC(=O)CNC(=O)C(C)NC(=O)OCc1ccccc1 (centres undefined)
    -6%, -7%[46.1 µM], -2.4%, -3%[38.3 µM], 4%, 7%, -2%
[52] CCOC(=O)C1=C(c2ccccc2)N(C)C(=O)NC1c1ccc(O)c(OC)c1 (centres undefined)
    5%, -4%[46.1 µM], -1.0%, ., 3%, ?, .
[53] Cc1ccc(/C=C/C(=O)OCc2nc(N)nc(Nc3ccccc3C)n2)o1
    4%, -5%, 2.6%, 3%, -17%, -15%[46 µM], 2%
[54] COC(=O)c1cc(C(=O)N2CCN(c3cccc(Cl)c3)CC2)cc([N+](=O)[O-])c1
    -1%, 4%, 7.3%, 9%, ?, ?, 6%
[55] O=c1c2ccsc2ncn1Cc1ccc(Cl)cc1
    11%, -9%[46.1 µM], 2.1%, -4%[38.3 µM], 1%, -2%[0.0737 µM], -6%
[56] O=C(c1ccc(-c2ccccc2)cc1)N1CCN(c2nc3ccccc3o2)CC1
    4%, -1%, 1.3%, 2%, 19%, ., .
[57] COCCNC(=O)C(c1ccc(O)cc1)N(Cc1ccco1)C(=O)CCC(=O)Nc1nccs1 (centres undefined)
    0%, 1%[46.1 µM], 0.0%, 18%[38.3 µM], 6%, -13%, 2%
[58] O=C1C2C(c3ccccc3)C=CC(c3ccccc3)C2C(=O)N1c1ccncc1 (centres undefined)
    -4%, ?, 0.0%, 14%[38.3 µM], -4%, 1%, -2%
[59] Cc1cc(C)c(NC(=O)c2oc3ccccc3c2COc2ccccc2)c(C)c1
    -15%, ?, -0.9%, ., 16%, ?, .

Bioassay records as filed in PubChem BioAssay.
